Bioassay records: PubChem, The Scripps Research Institute Molecular Screening Center
S1P3 antagonist: S1P3 (human) receptor antagonism. actives 0.27% (n = 170,000). Q99500. CHO S1P3 NFAT-BLA reporter, FRET fluorescence, antagonist mode. AID 485. inhibition, % at 4.98 µM;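 active = inhibition above the plate cutoff, the mean inhibition of test wells on that plate plus 3 SD, cut at about 28% in these data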;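 also: cells challenged with S1P at its EC80 of 0.8 µM; blue over green emission ratio from cleaved BLA substrate after 4 h stimulation; 0% = S1P-stimulated wells and 100% = unstimulated DMSO-only wells; some compounds past the cut are filed as inactive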
Target sequence (Q99500 whole entry, looked up): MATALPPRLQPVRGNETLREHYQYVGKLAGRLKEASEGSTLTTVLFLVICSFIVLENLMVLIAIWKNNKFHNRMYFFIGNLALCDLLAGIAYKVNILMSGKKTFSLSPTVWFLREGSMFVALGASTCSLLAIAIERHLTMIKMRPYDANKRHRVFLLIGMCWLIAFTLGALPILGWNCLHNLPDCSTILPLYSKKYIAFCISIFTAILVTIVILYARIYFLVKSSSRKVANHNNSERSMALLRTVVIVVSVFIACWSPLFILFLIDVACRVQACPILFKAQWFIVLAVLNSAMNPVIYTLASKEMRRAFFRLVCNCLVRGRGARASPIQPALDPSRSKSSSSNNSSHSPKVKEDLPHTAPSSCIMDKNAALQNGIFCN
* marks the source's active call; other numbers are inactive results.

compound	S1P3 antagonist
Cn1c(=O)c2c(ncn2CC(=O)N/N=C/C=C/c2ccccc2[N+](=O)[O-])n(C)c1=O	-8.8
COc1ccc(C(=O)O/N=C(/c2cccs2)C(C)(C)C)cc1	-8.1
NCc1c(O)ccc2ccccc12	-3.7
CC(C(=O)N1CCN(Cc2ccccc2)CC1)c1ccc([N+](=O)[O-])cc1 (stereo unspecified)	2.6
FC(F)(F)c1ccc(Cl)c(-n2c(-c3cc(-c4ccco4)[nH]n3)n[nH]c2=S)c1	6.0
CC(C)CN1C(=O)/C(=C/c2c(N3CCc4ccccc4C3)nc3ccccn3c2=O)SC1=S	24.6
CCOC(=O)Cn1c(=O)oc2cc(S(=O)(=O)N(C)Cc3ccccc3)ccc21	19.2
O=C(NNC(=O)c1cc(C(F)(F)F)cc(C(F)(F)F)c1)c1ccc(Cl)cc1	0.2
O=C(COC(=O)/C=C/c1ccc([N+](=O)[O-])cc1)NCc1ccco1	-7.9
CC(=O)Nc1ccc2nc3ccccc3nc2c1	5.3
CN1CCN(c2nc3c(c(=O)[nH]c(=O)n3C)n2CCSc2nnnn2-c2ccccc2)CC1	-15.8
COc1cc(C(NC=O)C(=O)Nc2c(C)cccc2C)ccc1O (stereo unspecified)	-1.8
CCOC(=O)C1CCN(c2c(NCc3ccc(N(C)C)cc3)c(=O)c2=O)CC1	13.0
Cc1cccc(OCC(=O)N/N=C/c2sc(=O)n(Cc3cccc(C(=O)O)c3)c2Cl)c1	-3.1
Nc1c(Cl)ncnc1NCC(O)CO (stereo unspecified)	-24.1
O=C(Cn1nnc(N2CCCCC2)n1)c1ccc(Cl)c(Cl)c1	6.4
Cn1ncc2c1ncn1c(-c3ccccc3Cl)nnc21	-0.1
COC(=O)Cc1[nH]n(-c2ccccc2)c(=O)c1C=Nc1ccc(C)cc1	14.6
CC1(C)CC2=C(CO1)C(=S)NC(c1ccccc1)N2CC1CCCO1 (stereo unspecified)	15.0
COCCCNC(=O)CN1C(=O)/C(=C/c2ccccc2)Sc2ccccc21	2.7
Cc1cc(C)cc(N2C(=O)CCN(Cc3ccccc3)C2=O)c1	-15.0
CC(=O)Nc1ccc(NC(=O)C(=O)N/N=C/c2cccnc2)cc1	-12.0
O=C(c1ccc(Cl)c([N+](=O)[O-])c1)N(Cc1ccc(F)cc1)C1CCS(=O)(=O)C1 (stereo unspecified)	-6.4
Cc1ccc(S(=O)(=O)CC(=O)Nc2ccc(F)c(F)c2F)cc1	1.4
CC(C)(C)c1nc(Sc2ncccc2[N+](=O)[O-])n[nH]1	5.8
O=C(O)CCN1C(=O)C2C3c4ccccc4C(c4ccccc43)[C@@H]2C1=O (stereo partly specified)	5.7
Cc1ccc(CN2CCN(CC(=O)N/N=C/c3ccccc3F)CC2)cc1	-7.8
COC(=O)CN(c1cc(Cl)ccc1OC)S(=O)(=O)c1ccc(C)cc1	7.3
Cn1c(N)c(C(=O)Nc2ccccc2F)sc1=S	5.7
Oc1cc(Br)ccc1C=Nc1ccc(N2CCCCC2)cc1	-9.6

Reprinted from the part before: 3 entries, then new ones.
compound	S1P3 antagonist
COC(=O)CN(c1cc(Cl)ccc1OC)S(=O)(=O)c1ccc(C)cc1	7.3
Cn1c(N)c(C(=O)Nc2ccccc2F)sc1=S	5.7
Oc1cc(Br)ccc1C=Nc1ccc(N2CCCCC2)cc1	-9.6
Cc1ccc(Nc2ncnc(-n3cccc3)n2)cc1Cl	3.9
O=C1/C(=C/c2ccccc2)SC(=S)N1C1CCS(=O)(=O)C1 (stereo unspecified)	3.1
CCn1c(O)c(N=NC(=O)C(O)c2ccccc2)c2ccccc21 (stereo unspecified)	-24.7
CC(OC(=O)c1ccc(NS(=O)(=O)c2ccc3[nH]c(=O)[nH]c3c2)cc1)C(=O)Nc1cccc(Cl)c1Cl (stereo unspecified)	-1.0
CCOC(=O)/C(=N/Nc1ccccc1OC)N1CCCc2ccccc21	21.9
CCn1nnnc1SCC(=O)N1CCN(c2ccccc2)CC1	-10.2
Clc1ccc(-c2nnc(N3CCOCC3)o2)cc1	8.3
COc1ccc(S(=O)(=O)N2CCCC(C(=O)NCc3ccc4c(c3)OCO4)C2)cc1 (stereo unspecified)	-7.4
CC(C)Sc1sc(C(=O)O)c(-c2ccc(Cl)cc2)c1C#N	-1.3
O=C(CNC(=O)C1COc2ccccc2O1)N/N=C\c1ccc(Cl)cc1 (stereo unspecified)	4.4
CC(=O)Nc1ccc(S(=O)(=O)N2CCN(CCN3CCOCC3)CC2)cc1Cl	1.6
Clc1ccccc1CSc1nnc([C@@H]2CCCN2)o1	-17.1
CSc1nnnn1-c1c(C)cccc1C	-4.5
CO/N=C(\CCC(=O)O)c1cccs1	-3.4
C=CCSc1nc2ccccc2c(=O)n1C1CCOC(C)(C)C1 (stereo unspecified)	2.7
O=C(O)c1ccc(-c2nc3ccccc3s2)o1	-19.2
OCC(O)C1OC(Nc2ccc(Cl)cc2)C(O)C1O (stereo unspecified)	0.0
CCN1CCN(c2cc(C(C)C)nc3c(-c4ccccc4)c(C)nn23)CC1	-4.6
O=[N+]([O-])c1cccc(-c2n[nH]c(=S)n2-c2ccccc2)c1	3.3
CCOc1ccc(C(=O)N2CCCC(c3nc(-c4cccs4)no3)C2)cc1 (stereo unspecified)	2.2
O=C(Nc1ncccn1)C12CC3CC(CC(C3)C1)C2	1.1
Cc1nc(S/C(=C/c2ccc(-c3cc(Cl)ccc3C)o2)C(=O)O)n[nH]1	0.7
CC(=O)c1ccc(NC(=O)C2CCN(S(=O)(=O)c3cccs3)CC2)cc1	-3.7
CS(=O)(=O)N(CCc1ccccc1)CC(=O)N1CCCC1	3.0
NC(N)=N/N=C/c1ccc(Cl)c(Cl)c1	6.3
CCOC(=O)Cn1cc(/C=N/NC(=O)CC#N)c2ccccc21	-5.2
CCCCCCCCCCCCS(=O)(=O)CCC(=O)O	2.7
O=C(NCc1ccco1)Nc1ccc(OC(F)(F)F)cc1	0.5
CCn1cc(C(=O)O)c(=O)c2cc(F)c(N3CCN(C(=S)NC(=O)c4ccccc4F)CC3)cc21	5.8
CC(C)c1ccc(/C=C(\NC(=O)c2ccccc2)C(=O)NCCCN2CCOCC2)cc1	6.5

| Structure | S1P3 antagonist |
| --- | --- |
| O=c1c2[nH]c3ccc(Br)cc3c2ncn1Cc1ccncc1 | 1.4 |
| COc1cccc(/C=N/NC(=O)Cn2cnc3c2c(=O)n(C)c(=O)n3C)c1 | 8.9 |
| COC(=O)c1ccc(S(=O)(=O)NCc2ccc(S(N)(=O)=O)cc2)o1 | -1.3 |
| Cc1nc2nc(SCc3nc4ccccc4[nH]3)[nH]c2cc1Br | -0.1 |
| Cc1ccc(NC(=S)N2CCCCC2)cc1C | -10.2 |
| COc1ccc(NC(=O)N[C@@H](CCSC)C(=O)O)cc1OC | -9.1 |
| [O-][n+]1onc2c1CCC(=N/O)/C2=N\Nc1ccccc1 | -1.0 |
| COc1ccc(/C=N/NC(=O)c2ccn[nH]2)cc1CN1CCOCC1 | 7.6 |
| O=C1CN(C(=O)COC(=O)c2ccccc2O)c2ccccc2N1 | -37.7 |
| COc1ccccc1/C=N/NC(=S)NCc1ccco1 | 10.9 |
| O=C(/C=C/c1ccc(Cl)cc1)N(Cc1cccs1)C1CCS(=O)(=O)C1 (stereo unspecified) | 4.8 |
| CC1CC(=O)NN=C1c1cccs1 (stereo unspecified) | -6.0 |

| Structure | S1P3 antagonist |
| --- | --- |
| CC(NC(=O)C(=O)Nc1nccs1)c1ccccc1 (stereo unspecified) | -3.5 |
| COc1ccccc1NC(=O)C1=C(C)NC(=O)NC1c1ccco1 (stereo unspecified) | -3.1 |
| N#Cc1ccc(Sc2ccccn2)c([N+](=O)[O-])c1 | 5.8 |
| Cc1ccc(-c2csc(-c3cc(C)on3)n2)cc1 | -13.0 |
| O=C1CNC(=S)N1c1nc2ccccc2s1 | 4.8 |
| COC(=O)c1c(C)oc(C)c1S(=O)(=O)Nc1ccccc1 | 1.9 |
| Cc1cc(C)n(NC(=S)NC2CCCCC2)c(=O)c1C#N | -17.2 |
| Cc1nn(C)cc1/C=N/NC(=O)Cn1cncn1 | -10.5 |
| O=c1nccc(SCc2ccc(Cl)cc2Cl)[nH]1 | -6.9 |
| CCOc1nc(-c2ccccc2Cl)nc2ccccc12 | -1.9 |
| COC(=O)C1=C(Nc2ccccc2NC(=O)c2ccccc2C(=O)O)CSC1 | -5.8 |
| CC(c1ccccc1)C1CC(=O)N(c2cc(Cl)ccn2)C1=O (stereo unspecified) | 1.1 |

| Structure | S1P3 antagonist |
| --- | --- |
| Cc1nn(C)cc1N1C(=O)c2cccc3c(N)ccc(c23)C1=O | 0.0 |
| Cc1ccc2cccc(OCc3ccccc3)c2n1 | 10.8 |
| Oc1cccc(/C=N/N2CCN(c3ccccn3)CC2)c1 | -6.9 |
| Cc1ccc(/C=N/NC(=O)NC23CC4CC(CC(C4)C2)C3)o1 | 12.6 |
| O=C(O)c1ccc(-c2nnn(Cc3ccccc3F)n2)cc1 | -12.6 |
| Cc1cc(C)c(-n2c(SCCS(=O)(=O)c3ccc(F)cc3)n[nH]c2=O)c(C)c1 | 0.2 |
| O=C(CNc1cccc2ccccc12)N/N=C/c1ccc[nH]1 | -5.2 |
| COc1cccc(C2/C(=C(/O)c3ccccc3)C(=O)C(=O)N2Cc2ccco2)c1 (stereo unspecified) | -20.0 |
| NCCc1nnc(SCc2ccccc2Cl)o1 | -21.9 |
| Cc1ccccc1CSc1nnc(-c2ccccn2)n1C | 1.9 |
| COC(=O)c1c(-c2c(Cl)cccc2Cl)noc1NC(=O)NN1CCOCC1 | -9.8 |
| Nc1nnn(CC(=O)N/N=C/c2ccccc2)n1 | 5.9 |

| Structure | S1P3 antagonist |
| --- | --- |
| Nc1ccccc1SCc1c(Cl)cccc1Cl | -2.7 |
| O=C(COC(=O)c1cnccn1)c1cccc([N+](=O)[O-])c1 | -4.3 |
| CC(C(=O)NN)n1nnc(N2CCOCC2)n1 (stereo unspecified) | 9.3 |
| C/C(=N\Nc1cccc(Cl)c1)C1(C)N(O)C(C)(C)C(c2ccco2)=[N+]1[O-] (stereo unspecified) | -7.0 |
| N#C/C(=C\c1ccc(O)cc1)C(=O)N1CCCC1 | -2.3 |
| O=[N+]([O-])c1ccc(-c2ccc(/C=N/O)o2)cc1 | 0.0 |
| COc1ccc(NC(=O)N2CCN(C(=O)Nc3ccc(OC)cc3)CC2)cc1 | 0.2 |
| CCNc1nc(NCC)nc(N/N=C/c2ccc(OC)cc2)n1 | 12.6 |
| COc1cc(-c2n[nH]c(=S)n2-c2ccccc2C(F)(F)F)cc(OC)c1OC | 1.9 |
| O=C(O)CCN1C(=O)C2C3c4ccccc4C(c4ccccc43)C2C1=O (stereo unspecified) | -6.4 |
| CC(=O)/C(=C\N(C)C)Sc1ccc(C)cc1 | -0.5 |
| O=C(NNc1ccccc1F)C1CCC1 | 1.2 |

| Structure | S1P3 antagonist |
| --- | --- |
| Cc1cc(C(=O)NCCC(C)C)c2ccccc2n1 | -7.3 |
| CCOC(=O)c1cc(-c2csc(N/N=C/c3ccccc3Cl)n2)on1 | -1.1 |
| CNC(=S)/N=C(\Nc1ccc(C)cc1)c1ccccc1 | -4.2 |
| O=C(c1cc2ccccc2oc1=O)N(Cc1cccc(Br)c1)C1CCS(=O)(=O)C1 (stereo unspecified) | -0.4 |
| CCN(CC)c1ccc(/C=N/NC(=O)c2ccoc2C)c(O)c1 | 27.0 |
| CCOC(=O)NC(=S)Nc1ccc(C(C)(C)C)cc1Br | -5.0 |
| Cc1nc(C)c(Oc2ccc(Cl)cc2Cl)c(=O)[nH]1 | -4.5 |
| O=C1C(Br)=Cc2cccc3cccc1c23 | 0.3 |
| S=C(c1ccc(-c2ccc(Cl)cc2Cl)o1)N1CCCC1 | -8.4 |
| C/C(=N\NC(=S)Nc1ccccc1C)c1cc2ccccc2o1 | 1.8 |
| CCN(CC)S(=O)(=O)c1cccc(-c2nnc(SCC(N)=O)n2N)c1 | -26.2 |
| O=C(COc1ccc([N+](=O)[O-])cc1)Nc1nnc(-c2cccnc2)s1 | -7.4 |

2 successive compounds already listed, for reference:
| Structure | S1P3 antagonist |
| --- | --- |
| CNC(=S)/N=C(\Nc1ccc(C)cc1)c1ccccc1 | -4.2 |
| O=C(c1cc2ccccc2oc1=O)N(Cc1cccc(Br)c1)C1CCS(=O)(=O)C1 (stereo unspecified) | -0.4 |

Further records:
| Structure | S1P3 antagonist |
| --- | --- |
| COc1ccc(Nc2nc3ccccc3nc2NS(=O)(=O)c2cccs2)c(OC)c1 | -13.1 |
| Fc1ccc(C2=CC(c3ccco3)n3nnnc3N2)cc1 (stereo unspecified) | -3.3 |
| COc1ccc(CN2CCNC(=O)C2CC(=O)NCc2cccc(C)n2)c(OC)c1 (stereo unspecified) | -9.3 |
| CC(=O)N/N=C(\N)c1nonc1N | -7.0 |
| COC(=O)c1cnc(Oc2ccc(NC(=O)NC(=O)c3ccccc3Cl)cc2)cc1C(F)(F)F | -2.5 |
| CC1CN(c2ccc(NS(=O)(=O)c3ccccc3)cc2C(=O)O)CC(C)O1 (stereo unspecified) | -6.1 |
| O=C(Nc1cccnc1)c1cccc([N+](=O)[O-])c1 | 8.1 |
| COc1ccc(Oc2ccc(C(F)(F)F)cc2NC(=O)c2ccc(F)cc2)cc1 | 11.4 |
| Cc1nc(SCC(=O)c2ccc(F)c(F)c2)[nH]c(=O)c1Oc1ccc(F)cc1 | 1.9 |
| COC(=O)c1ccc2c(=O)n(Cc3ccc4c(c3)OCO4)c(SCC(=O)N3CCCC3)nc2c1 | 2.9 |
| CCC(C)SCC(=O)Nc1ccc(S(=O)(=O)N2CCOCC2)cc1OC (stereo unspecified) | -12.3 |
| CCN(CC)CCCN=C(N)N | 0.5 |
| COc1ccc(CNC(=O)N[C@@H](CC(C)C)C(=O)O)cc1OC | -0.3 |
| CCC(C)NC(=O)CC(C)C (stereo unspecified) | -23.4 |
| Cc1cccc(C(=O)NC(C)C(c2cccs2)N2CCOCC2)c1 (stereo unspecified) | -6.0 |

Ordered by value in S1P3 antagonist (ascending): 3 of the compounds above
| Structure | S1P3 antagonist |
| --- | --- |
| CCN(CC)S(=O)(=O)c1cccc(-c2nnc(SCC(N)=O)n2N)c1 | -26.2 |
| CNC(=S)/N=C(\Nc1ccc(C)cc1)c1ccccc1 | -4.2 |
| O=C(O)CCN1C(=O)C2C3c4ccccc4C(c4ccccc43)[C@@H]2C1=O (stereo partly specified) | 5.7 |

These rows are one share of the data (hit frequency here may not be typical).
